AMA1 RON2 block – qHTS for Inhibitors of AMA1-RON; Towards Development of Antimalarial Drug Lead: Primary Screen; Plasmodium falciparum AMA1 (3D7) - RON2 peptide interaction; AlphaScreen AMA1-biotinylated RON2 peptide binding; Potency, µM (top dose mostly 58.2 µM), for the others: top-dose activity change, negative = inhibition, actives largely listed as inhibitors; 0.2% of 360,000 active; AID 720542, 2013;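 also: potency is read from the fitted curve at half-maximal effect; 0% = vehicle wells and -100% = peptide control; nearly all actives have a fitted effect of over 45% in size; some results filed as inactive show a strong effect at the top dose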
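AMA1 (3D7) with his tag at 25 nM final met compounds first, then biotinylated RON2 peptide at 25 nM; detection used donor plus acceptor beads, 10 µg/mL apiece, read by AlphaScreen after 30 min at room temperature.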
HCMV inh – qHTS Assay for inhibitors of the human cytomegalovirus (HCMV). HFF cells, HCMV-luciferase reporter, 72 h; hits give low values. activity change, negative = inhibition, % at 57.5 µM. 4.5% of 410,000 active; in the data active = activity change below about -60%; inconclusive = no clear call, values can overlap the other calls; inactive = above about -39%
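Screen run at 2 compound doses on HFFs infected with reporter HCMV, MOI 1 PFU/cell. Luciferase activity from cell lysates at 72 h post infection gave inhibition relative to buffer-only and Salinomycin wells.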
AmpC detergent – qHTS Inhibitors of AmpC Beta-Lactamase (assay with detergent) | AmpC hydrolysis of nitrocefin, absorbance 480 nm, 0.01% Triton | P00811 | AID 485294, 2010 | 0.041% of 370,000 active | Potency, µM (top dose mostly 114 µM), for inactives: at the top dose activity change, negative = inhibition, actives largely listed as inhibitors;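 also: potency is read from the fitted curve at half-maximal effect; 0% = no-compound wells and -100% = no-enzyme wells; nearly all actives have a fitted effect of over 25% in size; some results filed as inactive show a strong effect at the top dose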
Target sequence (P00811 whole entry, looked up): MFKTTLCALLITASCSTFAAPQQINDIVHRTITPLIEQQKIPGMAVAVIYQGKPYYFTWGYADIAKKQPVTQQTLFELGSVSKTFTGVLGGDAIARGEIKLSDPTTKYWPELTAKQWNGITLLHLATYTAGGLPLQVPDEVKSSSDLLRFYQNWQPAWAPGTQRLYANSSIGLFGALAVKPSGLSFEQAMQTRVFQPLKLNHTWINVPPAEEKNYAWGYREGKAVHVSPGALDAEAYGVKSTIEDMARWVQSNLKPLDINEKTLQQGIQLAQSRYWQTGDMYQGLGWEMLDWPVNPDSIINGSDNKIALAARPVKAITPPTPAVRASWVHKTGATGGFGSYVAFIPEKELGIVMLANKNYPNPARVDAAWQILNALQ
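20 mM phosphate pH 7.0 + 0.01% (detergent screen) or 0.0001% Triton X-100; 5.3 nM AmpC reagent; cpd preinc 15 min RT; nitrocefin (800 uM stock) to start; A480 q20 s × 4 min; Activity was normalised to no-enzyme and no-compound control wells.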
AmpC inh no detg – qHTS Inhibitors of AmpC Beta-Lactamase (assay without detergent). P00811. AmpC nitrocefin hydrolysis, absorbance 480 nm, 0.0001% Triton. Potency, µM (doses to about 57.1 µM), for inactives: top-dose activity change, negative = inhibition, usual class: inhibitors. 0.52% of 330,000 active. AID 485341, 2010;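 also: potency is read from the fitted curve at half-maximal effect; plate controls were no compound for no effect and no enzyme for full effect; nearly all actives have a fitted effect of over 20% in size; some results filed as inactive show a strong effect at the top dose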
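AmpC (5.3 nM in the dispensed reagent) in 20 mM phosphate pH 7.0 with 0.01% (detergent screen) or 0.0001% Triton X-100 was preincubated with compounds for 15 min at room temperature. Nitrocefin was then added from an 800 uM solution, and hydrolysis was followed at 480 nm.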
Giardia FBPA inh – qHTS Assay for Inhibitors of Fructose-1,6-bisphosphate Aldolase from Giardia Lamblia. Potency, µM (doses to about 59.6 µM), for inactives: at the highest dose activity, negative = inhibition, actives largely listed as inhibitors. AID 2451, 2010. A8B2U2. 0.71% of 290,000 active. purified Giardia FBPA; also: potency is read from the fitted curve at half-maximal effect; nearly all actives have a fitted effect of over 55% in size
Target sequence (A8B2U2 whole entry, looked up): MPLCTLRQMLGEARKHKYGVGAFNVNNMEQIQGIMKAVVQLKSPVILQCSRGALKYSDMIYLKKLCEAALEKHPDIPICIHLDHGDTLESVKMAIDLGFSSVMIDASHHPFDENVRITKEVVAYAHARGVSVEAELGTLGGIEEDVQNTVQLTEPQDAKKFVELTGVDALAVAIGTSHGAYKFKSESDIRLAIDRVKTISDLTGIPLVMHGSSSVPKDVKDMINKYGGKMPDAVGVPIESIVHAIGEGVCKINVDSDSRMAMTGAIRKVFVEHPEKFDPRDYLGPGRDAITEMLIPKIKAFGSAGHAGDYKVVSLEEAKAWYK
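Giardia FBPA (40 nM reagent) was preincubated 10 min at RT with compound (up to 57.5 uM final), then substrate plus GAPDH/TPI/NAD/arsenate coupling system with diaphorase/resazurin was added; resorufin fluorescence (525/598 nm) was read after 20 min.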
Sm TGR block – qHTS Assay for the Inhibitors of Schistosoma Mansoni Peroxiredoxins. Schistosoma mansoni thioredoxin glutathione reductase (TGR), Q962Y6. purified TGR, DTNB reduction, TNB absorbance 405 nm. Potency, µM (doses to about 114 µM), without a hit: top-dose activity change, negative = inhibition, most hits filed as inhibitors. 3% of 360,000 active; also: potency is read from the fitted curve at half-maximal effect; nearly all actives have a fitted effect of over 60% in size
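TGR 20 nM + NADPH 100 uM (dispensed conc.), cpd preinc 15 min RT; start with NADPH (500 uM addition) then DTNB (15 mM addition). Kinetic TNB absorbance, 405 nm filter. Four-parameter Hill fit across titration.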
* hit, by the source's call; ? = inconclusive; · = not tested or not shown; & = joins results of further samples; [ ] = dose if it differs, or a comment. Unless noted, calls follow the shape of the dose curve; as a rule, active = well fitted curve in the direction sought with a large enough effect; inconclusive = small, poorly fitted or top-dose-only effect, or another doubt; inactive = no such curve, though single readings can be large; an effect the other way counts as inactive or inconclusive. Unless noted, % is scaled to controls: 0 for no effect and ±100 for the full control effect.

item	smiles	AMA1 RON2 block	HCMV inh	AmpC detergent	AmpC inh no detg	Giardia FBPA inh	Sm TGR block
1	CC(NC(=O)/C=C/c1ccco1)c1nc2ccccc2n1Cc1c(Cl)cccc1Cl (centres undefined)	9.2%[2.32 µM]	-31.9	-14.1%	-39.0%	1.7%	25.1µM*
2	NC(=O)c1ccccc1Nc1nc2nc3ccccc3c(=O)n2cc1Br	2.5%	·	-10.2%	-26.0%	-20.1%	-8.2%
3	Cc1ccc(-c2csc(CC(N)=O)n2)cc1	-7.8%	0.4	2.0%	-14.1%	4.9%	3.4%
4	Cc1ccc(OCCCNC2CCCC2)cc1	-5.0%	-6.4	?	-7.7%	-22.1%	3.1%
5	COc1cc(NC(=O)c2ccccc2)c(OC)cc1NC(=O)CSc1[nH]c(=O)cc(C)c1C#N	-11.9%	-18.8	0.6%	-6.4%	-19.6%	-2.5%
6	COc1ccc(C2(C(=O)N3CCC(n4nc(-c5ccccc5)oc4=O)CC3)CC2)cc1	21.9%	-18.1	-0.1%	-4.1%	·	-7.1%
7	O=C(NCCCN1CCCC1=O)C1CCN(S(=O)(=O)N2CCOCC2)CC1	-0.6%	-0.6	?	-12.2%	-0.6%	0.0%
8	Cn1c(=O)[nH]c(=O)c2c1nc(SCCN1CCOCC1)n2CCCc1ccccc1	0.0%	27.2	?	-4.3%	2.4%	0.0%
9	COc1cccc(-c2nc(CS(=O)CC(=O)N3CCC4(CC3)OCCO4)c(C)o2)c1 (centres undefined)	4.3%	-16.9	?	40.4%	·	5.01µM*
10	O=C(CN(C(=O)CCC(=O)Nc1nccs1)c1cccc(F)c1)NCC1CCCO1 (centres undefined)	4.2%	9.4	6.7%	-3.7%	1.1%	7.7%
11	Cc1nn(CCC#N)c2nc(-c3ccccc3)cc(C(F)(F)F)c12	3.2%	-19.3	-14.7%	25.6%	6.7%	0.9%
12	O=C(NNC(=O)c1cccc(Br)c1)Nc1ccc(Cl)cc1	26.7%	8.0	0.5%	-40.2%	4.2%	-9.3%
13	O=C(CCS(=O)(=O)c1nc(-c2cccs2)cc(C(F)(F)F)n1)Nc1ccc(OC(F)(F)F)cc1	·	37.7	0.5%	·	·	-5.6%
14	COc1cccc(-n2nnnc2SCC(=O)NCc2ccc3c(c2)OCO3)c1	31.8%[activator]	6.3	-13.3%	-31.5%	-0.5%	-17.7%
15	CC(C)c1ccc(C2(C)NC(=O)N(CC(=O)NC3(C#N)CCCC3)C2=O)cc1 (centres undefined)	10.7%	-5.6	0.2%	-3.7%	·	-4.8%
16	CCNC(=O)c1c(NC(=O)Cc2coc3ccc(CC)cc23)sc2c1CCCC2	·	-2.1	-5.7%	·	·	4.8%
17	O=[N+]([O-])c1ccc(NCc2ccccc2)c2nonc12	-10.8%	-28.3	2.7%	-29.0%	-22.0%	-4.6%
18	Cc1ccccc1C(=O)Nc1nnc(SCC(=O)NC2CC2)s1	-7.1%	133.3	10.7%	-19.2%	·	5.7%
19	Cc1nn2c(=O)cc(COC(=O)C(c3ccccc3)c3ccccc3)nc2s1	·	-8.6	4.3%	·	·	-5.3%
20	Cn1c(=O)c(=O)n(C)c2cc(S(=O)(=O)NCCc3ccccc3)ccc21	0.2%	-9.0	2.9%	-8.0%	6.4%	3.4%
21	Oc1ccccc1N1CCN(C(c2ccccc2)c2ccccc2)CC1	?	?	1.6%	-37.9%	-7.8%	3.6%
22	O=C(Nc1cc2c(cc1Cl)OCCCO2)c1ccco1	-17.4%	-3.9	-10.1%	-23.0%	3.3%	-1.7%
23	Cc1csc(NC(=O)CN2C(=O)C3CC=CCC3C2=O)n1 (centres undefined)	7.5%	-0.4	-13.8%	-20.8%	1.1%	-1.3%
24	COc1ccc(-n2c(C)cc(C(=O)Cn3nc(C(=O)O)c4ccccc4c3=O)c2C)cc1	-17.7%	-32.9	0.1%	-24.4%	-5.2%	-3.4%
25	CC(C)c1ccc(NC(=O)C(C)N(c2ccccc2)S(C)(=O)=O)cc1 (centres undefined)	·	5.6	-4.9%	·	·	-0.5%
26	C/C(=N\NC(=O)c1ccco1)c1ccc(NC(=O)C(F)(F)F)cc1	9.2%	66.5	1.4%	-18.5%	-3.3%	-1.9%
27	CCC1=C(OC(=O)c2ccccc2)C(C)(C)C(c2ccccc2)OC1=O (centres undefined)	2.2%	3.6	?	-19.8%	-0.7%	5.5%
28	O=C(Nc1cccc([N+](=O)[O-])c1)Nn1cnnc1	-0.7%	-36.3	7.3%	-28.2%	·	-3.3%
29	Cc1ccc(C(=O)COC(=O)CNC(=O)C(c2ccccc2)c2ccccc2)cc1[N+](=O)[O-]	2.2%	-16.8	-12.2%	-38.6%	2.3%	-13.8%
30	Cc1nn(CC(=O)NC2CC2)c(=O)c2cc3cc(F)ccc3n12	·	10.9	-4.7%	·	·	-0.1%
31	O=C(NC(Cc1ccccc1)C(=O)O)/C(=C/c1ccc(Cl)cc1)NC(=O)c1ccco1 (centres undefined)	0.3%	-9.4	-1.0%	-24.6%	0.0%	-27.0%
32	COC(=O)c1cc2oc3ccccc3c2n1Cc1ccc(Cl)cc1	·	72.1	-2.1%	·	·	1.7%
33	COc1ccc(N2CCN(C(=O)Cn3cnc4c3c(=O)n(C)c(=O)n4C)CC2)cc1	5.6%	?	?	-29.8%	-6.8%	10.7%
34	CCOc1ccc(CC2S/C(=N/N=C/c3ccco3)NC2=O)cc1 (centres undefined)	65.3%[activator]	-13.6	-2.1%	6.6%	2.3%	0.2%
35	COc1ccc(-c2nnc(SCC(=O)NC3CCCCC3)o2)cc1	-3.7%	26.9	1.4%	-2.9%	·	5.1%
36	COc1cccc(-n2nnnc2SCC(=O)c2ccc(NC(C)=O)cc2)c1	6.0%	-37.1	-16.5%	-12.3%	-3.2%	-0.4%
37	Cc1ccc(OCC(=O)Nc2cccc(OCc3cc(=O)n4cccc(C)c4n3)c2)cc1C	·	8.5	1.1%	·	·	-5.3%
38	Cc1nn(-c2ccccn2)c2c1-c1nc(N3CCOCC3)ncc1CC2	-2.0%	-30.1	8.2%	-2.9%	?	?
39	COc1ccc(CNC(=O)COc2ccc(S(=O)(=O)N3CCCCC3)cc2)cc1	-17.7%	7.5	-2.7%	21.9%	·	3.2%
40	BrCC(Br)(Br)Br	9.2%	0.0	5.8%	-4.9%	·	-5.7%
41	CN(C)CC(C(=O)c1ccccc1)c1ccccc1 (centres undefined)	-13.8%	?	?	-21.5%	-11.8%	35.5µM*
42	O=C1CCCN1CCCNc1ncnc2c1cnn2-c1ccc(Cl)cc1	-4.1%	20.3	?	9.6%	-4.0%	6.0%
43	C=CC1=C(C(=O)O)N2C(=O)C(NC(=O)Cc3ccccc3)C2SC1 (centres undefined)	1.1%	-8.8	-2.8%	-13.4%	15.8µM*	10µM*
44	Cc1ccc(-n2nc(C)c3c2OC(N)=C(C#N)C3c2ccc(C)o2)cc1 (centres undefined)	?	50.7	-9.5%	-23.6%	?	22.4µM*
45	Cn1c2ccc(F)cc2c2nc3ccccc3nc21	19.0%	155.5	-8.1%	2.2%	10.7%	64.4%[activator]
46	Cc1[nH]c2ccccc2c1C(=O)COc1ccccc1	3.3%	29.5	0.2%	-15.3%	-3.6%	6.1%
47	Cc1ccc(C)n1-c1ccc(C(=O)NN)cc1	5.0%	-6.4	-4.5%	-21.8%	-8.9%	-11.7%
48	Cc1cc(CN(C)C(=O)c2cc(COc3ccc(C)c(C)c3)on2)n[nH]1	-6.7%	-17.3	7.8%	-28.4%	·	-22.9%
49	NC(=O)C(=O)N/N=C/c1c2ccccc2cc2ccccc12	50.6%[activator]	22.7	?	-16.8%	·	1.8%
50	COc1cccc(C2[C@H](C)C3(CCN2C)OCCO3)c1 (some centres undefined)	-2.3%	-23.0	4.2%	-26.4%	-15.1%	-0.7%

Other records follow:
item	smiles	AMA1 RON2 block	HCMV inh	AmpC detergent	AmpC inh no detg	Giardia FBPA inh	Sm TGR block
51	COc1ccccc1C(=O)NCCC(=O)Nc1cccc(S(=O)(=O)N2CCCC2)c1	1.9%	?	-5.7%	-7.4%	·	-4.7%
52	CC1(C(=O)NCc2cc(F)cc(C(F)(F)F)c2)C=CC2(CCCCC2)N1C(=O)c1ccccc1 (centres undefined)	-4.7%	-5.3	?	-1.6%	6.6%&8.7%	-14.6%
53	Cc1cc(C)nc(/N=C(\NC(=O)C(C)(C)C)Nc2ccccc2)n1	3.5%	27.6	9.8%	-12.7%	-8.7%	22.0%
54	CCOc1ccc(CNC(=O)CN2C(=O)CCn3nc(-c4cn(C)c5ccccc45)cc32)cc1OC	·	9.4	4.6%	·	·	1.7%
55	COC(=O)C1CCN(C(=O)C(C)Oc2ccc(Cl)cc2Cl)CC1 (centres undefined)	-1.7%	36.6	5.3%	80.2%[activator]	-0.5%	2.1%
56	CC(=O)N1CCCc2cc(S(=O)(=O)Nc3cccc(C)c3C)ccc21	0.0%	-14.9	-3.4%	12.8%	5.3%	-0.9%

Gathered by group: those above with a Cl atom
item	smiles	AMA1 RON2 block	HCMV inh	AmpC detergent	AmpC inh no detg	Giardia FBPA inh	Sm TGR block
1	CC(NC(=O)/C=C/c1ccco1)c1nc2ccccc2n1Cc1c(Cl)cccc1Cl (centres undefined)	9.2%[2.32 µM]	-31.9	-14.1%	-39.0%	1.7%	25.1µM*
12	O=C(NNC(=O)c1cccc(Br)c1)Nc1ccc(Cl)cc1	26.7%	8.0	0.5%	-40.2%	4.2%	-9.3%
22	O=C(Nc1cc2c(cc1Cl)OCCCO2)c1ccco1	-17.4%	-3.9	-10.1%	-23.0%	3.3%	-1.7%
31	O=C(NC(Cc1ccccc1)C(=O)O)/C(=C/c1ccc(Cl)cc1)NC(=O)c1ccco1 (centres undefined)	0.3%	-9.4	-1.0%	-24.6%	0.0%	-27.0%
32	COC(=O)c1cc2oc3ccccc3c2n1Cc1ccc(Cl)cc1	·	72.1	-2.1%	·	·	1.7%
42	O=C1CCCN1CCCNc1ncnc2c1cnn2-c1ccc(Cl)cc1	-4.1%	20.3	?	9.6%	-4.0%	6.0%
55	COC(=O)C1CCN(C(=O)C(C)Oc2ccc(Cl)cc2Cl)CC1 (centres undefined)	-1.7%	36.6	5.3%	80.2%[activator]	-0.5%	2.1%

Screening data (PubChem BioAssay)
